Screening data: PubChem BioAssay, National Center for Advancing Translational Sciences (NCATS)
TDP1 cell CPT: growth inhibition of DT40 Tdp1-/-;hTDP1 cells with camptothecin (screen for TDP1 inhibitors). chicken DT40 Tdp1-/-;hTDP1 cells + 20 nM CPT, ATP luminescence, 48 h. Potency, µM (titrated, usually from 46.2 µM), for the others: top-dose activity change, negative = growth inhibition, usual class: inhibitors. 420,000 compounds, 12% hits. AID 686979; also: nearly all actives have a fitted effect of over 55% in size
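Chicken DT40 Tdp1-/- cells complemented with human TDP1, 400 cells/well, exposed to compounds plus 20 nM camptothecin for at least 48 h at 37 C; viability read as ATP content by CellTiter-Glo luminescence.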
FEN1 inhibitor: blocks human flap endonuclease 1; Recombinant FEN1 flap cleavage, fluorescence, 15 min; Potency, µM (series often up to 114 µM), for inactives: top-dose activity change, negative = inhibition, most hits filed as inhibitors; 390,000 compounds, 0.35% hits; AID 588795; also: nearly all actives have a fitted effect of over 65% in size
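Steps: FEN1 (10 nM) dispensed; compound added by pin tool; 15 min at room temperature; substrate added to 50 nM final; reads at 0 min and 15 min; data normalized and fitted (four-parameter Hill).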
KAT2A inh: inhibitors of human GCN5L2 histone acetyltransferase | Q92830 | GCN5L2 HAT assay, ThioGlo1 CoA-SH fluorescence | Potency, µM (highest dose often 58.9 µM), for inactives: at the top dose activity change, negative = inhibition, usual class: inhibitors | 390,000 compounds, 0.21% hits
Target sequence (Q92830 whole entry, looked up): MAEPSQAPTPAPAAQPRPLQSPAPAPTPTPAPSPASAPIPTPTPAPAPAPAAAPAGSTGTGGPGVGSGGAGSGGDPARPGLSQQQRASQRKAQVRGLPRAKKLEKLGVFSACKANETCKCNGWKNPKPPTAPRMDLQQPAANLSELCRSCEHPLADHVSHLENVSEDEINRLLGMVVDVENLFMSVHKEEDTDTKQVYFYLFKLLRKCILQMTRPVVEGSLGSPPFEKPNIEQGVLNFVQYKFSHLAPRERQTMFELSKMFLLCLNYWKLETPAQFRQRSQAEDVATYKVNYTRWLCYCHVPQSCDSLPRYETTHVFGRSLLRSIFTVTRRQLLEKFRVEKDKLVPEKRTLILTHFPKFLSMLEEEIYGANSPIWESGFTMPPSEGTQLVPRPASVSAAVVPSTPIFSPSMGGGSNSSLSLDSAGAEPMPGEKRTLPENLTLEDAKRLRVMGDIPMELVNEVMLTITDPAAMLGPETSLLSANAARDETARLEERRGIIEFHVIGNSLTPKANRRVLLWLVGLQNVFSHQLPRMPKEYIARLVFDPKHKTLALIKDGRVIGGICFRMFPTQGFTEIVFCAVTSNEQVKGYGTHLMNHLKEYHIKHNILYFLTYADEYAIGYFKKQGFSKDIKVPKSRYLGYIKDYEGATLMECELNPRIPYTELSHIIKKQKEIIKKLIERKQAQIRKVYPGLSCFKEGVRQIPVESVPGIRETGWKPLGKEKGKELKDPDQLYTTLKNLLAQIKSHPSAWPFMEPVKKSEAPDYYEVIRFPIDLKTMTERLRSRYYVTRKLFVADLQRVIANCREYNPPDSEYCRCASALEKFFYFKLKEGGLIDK
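Titration-based screen in which CoA formation is detected via maleimide probe ThioGlo1 (50uM) turning fluorescent on thiol reaction; substrates H3(1-25) 75uM and acetyl-CoA 70uM, GCN5L2 20nM, 20 min incubation at room temperature.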
Active calls of the source: *; u = inconclusive; x = no result given; & = joins results of further samples; [ ] = remark or other dose. Calls follow the shape of the dose curve; as a rule, active = well fitted curve in the direction sought with a large enough effect; inconclusive = small, poorly fitted or top-dose-only effect, or another doubt; inactive = no such curve, though single readings can be large; an effect the other way counts as inactive or inconclusive. % is scaled to controls: 0 for no effect and ±100 for the full control effect; potency is read from the fitted curve at half-maximal effect. These rows are one share of the data. The share of hits here may be higher or lower than overall.

SMILES | TDP1 cell CPT | FEN1 inhibitor | KAT2A inh
Cc1ccc(S(=O)(=O)NCC(=O)NCC(=O)OCC(=O)N2CC(=O)Nc3ccccc32)cc1C | u | 8% | 3%
CC(C)c1ccc(NC(=S)NN2CCOCC2)cc1 | -7% | -10% | 29%
O=C(CCCC(=O)N1CCc2ccccc21)N1CCc2ccccc21 | -4% | 1% | -8%
O=C(CN1C(=O)NC2(CCOc3ccccc32)C1=O)N1CCCCC1 (stereo unspecified) | -13% | -2% | 3%
CCOC(=O)c1c(N)nn(C(C)=O)c1-c1ccccc1 | -3% | 0% | 6%
COC(=O)[C@@H](NC(=O)NCc1ccccc1F)C(C)C | 3% | -10% | -3%
CC(=O)NCCC(=O)Nc1cc(S(=O)(=O)N2CCOCC2)ccc1N1CCOCC1 | 17% | 2% | -1%
Cc1ccc(-c2nnc(Nc3ccc4c(c3)OCO4)c3ccccc23)cc1S(N)(=O)=O | u | 15% | -1%
COc1ccc(NC(=O)CN(C)C(=O)c2cccc(S(=O)(=O)N3CCN(c4ccccc4)CC3)c2)cc1 | 18µM* | -9% | -2%
Cc1nc(NC(=O)c2cccnc2)ccc1Br | -23% | -11% | 0%
Cc1cc(C)cc(NC(=O)C(C)N2C(=O)c3ccccc3C2=O)c1 (stereo unspecified) | 3% | 4% | -1%
O=C(NCC1CCCCC1)c1cccc(-c2ccc(O)cc2)c1 | u | 1% | -15%
C=CCn1cc(/C=C/c2cc[n+](C)cc2)c2ccccc21 | 0.73µM* | -21% | -19%
COc1cc(C=O)ccc1Oc1ccc(S(=O)(=O)N2CCOCC2)cc1[N+](=O)[O-] | -10% | -11% | -4%
CC(SC1=NS(=O)(=O)c2ccccc21)C(=O)O (stereo unspecified) | u | -8% | x
CCCCn1cc(S(=O)(=O)c2ccc(C)c(C)c2)c(=O)c2cc(F)c(N3CCCC(C)C3)cc21 (stereo unspecified) | u | -11% | -5%
Cc1ccccc1CSCC(=O)N1CCN(c2ccccc2)CC1 | -13% | -4% | -4%
Cc1ccccc1S(=O)(=O)N1[C@@H](c2ccccc2)C(C(=O)O)=CC[C@H]1c1ccc(Cl)cc1 | -9% | 14% | -17%
CCOC(=O)Cc1csc(NC(=O)c2ccc([N+](=O)[O-])cc2[N+](=O)[O-])n1 | -25% | 7% | -13%
Cc1cc(C)n(CCCNC(=O)C2CCC(=O)N(CCc3ccc(Cl)cc3)C2)n1 (stereo unspecified) | -19% | -14% | 0%

Sorted by length of the SMILES (falling): some entries from above
SMILES | TDP1 cell CPT | FEN1 inhibitor | KAT2A inh
COc1ccc(NC(=O)CN(C)C(=O)c2cccc(S(=O)(=O)N3CCN(c4ccccc4)CC3)c2)cc1 | 18µM* | -9% | -2%
Cc1cc(C)n(CCCNC(=O)C2CCC(=O)N(CCc3ccc(Cl)cc3)C2)n1 (stereo unspecified) | -19% | -14% | 0%
CC(SC1=NS(=O)(=O)c2ccccc21)C(=O)O (stereo unspecified) | u | -8% | x

Next part
SMILES | TDP1 cell CPT | FEN1 inhibitor | KAT2A inh
Cc1ccc(SCCSc2ncccn2)cc1 | u | -4% | -9%
CC(C)c1ccc(CNc2nnnn2C)cc1 | 2% | 15% | 0%
CCc1ccccc1NC(=O)[C@@H]1CCC(=O)N1C1OC(=O)c2c1ccc(OC)c2OC (stereo partly specified) | -13% | 3% | -8%
Cc1ccc(NC(=O)c2cnn(C)c2)cc1[N+](=O)[O-] | 6% | -7% | -6%
COc1ccc(S(=O)(=O)Nc2ccc3ccccc3c2)cc1C | 9.2µM* | u | -6%[0.501 µM]
CC(Cc1ccccn1)NC(=O)c1ccc(OC2CCN(CCc3ccccc3)CC2)cc1 (stereo unspecified) | 18µM* | -1% | -12%
COc1ccc(-c2ccc(SCC(=O)c3ccc(F)cc3)nn2)cc1OC | u | 8% | 6%
O=C(c1cncc(Br)c1)N1CCc2ccccc2C1 | u | -3% | -5%[0.501 µM]
CC(C)[C@H](NC(=O)C1CCN(C(=O)[C@H](Cc2ccccc2)NC(=O)OC(C)(C)C)CC1)C(=O)O | 16% | -2% | 3%
CCc1ccc(OCc2cnc(Cl)s2)cc1 | 9% | -15% | 16%

Filtered by structure, those above containing a nitro group on carbon
SMILES | TDP1 cell CPT | FEN1 inhibitor | KAT2A inh
COc1cc(C=O)ccc1Oc1ccc(S(=O)(=O)N2CCOCC2)cc1[N+](=O)[O-] | -10% | -11% | -4%
CCOC(=O)Cc1csc(NC(=O)c2ccc([N+](=O)[O-])cc2[N+](=O)[O-])n1 | -25% | 7% | -13%
Cc1ccc(NC(=O)c2cnn(C)c2)cc1[N+](=O)[O-] | 6% | -7% | -6%

(further entries)
SMILES | TDP1 cell CPT | FEN1 inhibitor | KAT2A inh
COc1ccc(N(Cc2cc3cccc(C)c3[nH]c2=O)C(=O)C2CCCO2)cc1 (stereo unspecified) | -28% | 17% | 4%
Cc1ccc(Cl)c(OCC(=O)OCC(=O)c2ccc[nH]2)c1 | u | -5% | -7%
Cn1c2nc(=O)[nH]c(=O)c-2cc2ccccc21 | 11% | 5% | x
Cc1ccc(S(=O)(=O)N2CCN(C)CC2)c2nsnc12 | -6% | -15% | -13%
COc1cccc(CCC2C(=O)CCCC2=O)c1 | -29% | -5% | x
O=C(c1ccco1)N1CCN(C(=O)c2cc3ccccc3oc2=O)CC1 | -11% | 0% | 1%
O=C(Nc1ccccc1F)C1CCN(S(=O)(=O)c2cccc3nonc23)CC1 | -14% | 1% | -15%
COc1ccc(NC(=O)CSCC(=O)N(C)Cc2cccc(OC)c2OC)cc1 | u | -6% | 0%
Cn1c(Cc2ccccc2)nnc1SCc1nc2ccccc2c(=O)[nH]1 | 1% | 10% | 3%
Cc1cc(C)c(NC(=O)C(C)(C)C)c(Cl)c1 | -4% | 1% | -3%
COc1ccc(NC(=O)Nc2ccc(C)cc2OC(F)F)cc1OC | u | -21% | 2%
Cn1c2c(c(=O)n(C)c1=O)C(CC(=O)Nc1ccccc1)C(=O)N2 (stereo unspecified) | -10% | -4% | 1%
Cc1ccc(C(CCN)c2ccco2)cc1 (stereo unspecified) | u | 2% | -1%
CC(C)(C)NC(=O)C(c1ccncc1)N(C(=O)C1CSC(=O)C1)c1ccccc1 (stereo unspecified) | -1% | -20% | -5%
Cc1cnc2ccccc2c1/C=C/c1ccc(N(C)C)cc1 | u | -23% | x
Cc1ccccc1N(CC(=O)NCc1ccncc1)S(C)(=O)=O | -24% | -2% | 3%
COc1ccc(C(=O)COC(=O)C2CCN(S(=O)(=O)c3cccc4cccnc34)CC2)cc1 | 3% | -3% | -8%
CCc1nnc(NC(=O)CCC(=O)NC2CCCCCCC2)s1 | -2% | 1% | -2%
CS(=O)(=O)N(CC(=O)Nc1ccccc1C(=O)NCCc1ccccc1)c1ccc2c(c1)OCCO2 | 29µM* | -21% | -13%
Cc1csc(NC(=O)Cc2coc3cc(C)c(C(C)C)cc23)n1 | 13µM* | -7% | -11%
Cc1cc(=O)oc2c(C)c(OCC(=O)N3CCN(c4cccc(Cl)c4)CC3)ccc12 | 21µM* | 14% | -4%
O=C(Cc1ccc(-c2ccccc2)cc1)NNC(=S)NCc1ccco1 | u | 1% | -6%
COc1ccc(S(=O)(=O)N2CCN(c3cccc(C)c3C)CC2)cc1 | u | -17% | -11%
Cc1noc(C)c1S(=O)(=O)N(C)C[C@H]1Oc2c(NS(=O)(=O)c3cn(C)cn3)cccc2C(=O)N([C@H](C)CO)C[C@@H]1C | 29% | 11% | -2%
CCCCn1c(N)c(N(CCOC)C(=O)C(C)Oc2ccc(Cl)cc2)c(=O)[nH]c1=O (stereo unspecified) | -4% | 4% | -10%
O=C1C[C@H](NC(=O)OCc2ccccc2)CO1 | 3% | 1% | 0%
O=C(Nc1sc2c(c1C(=O)O)CCC2)c1ccccc1Cl | -12% | -4% | -28%
Cc1cc(=O)[nH]c(SCC(=O)Nc2cccc(C(F)(F)F)c2)n1 | u | -5% | 0%
Clc1ccccc1-c1nnc(SCc2nc(-c3ccccc3)no2)n1-c1ccccc1 | 18µM* | 1% | -10%
O=C(O)CC(C(=O)Nc1cccc(C(F)(F)F)c1)C1CCCO1 (stereo unspecified) | -5% | -6% | x
O=C(NCc1ccco1)c1ccc2c(c1)S(=O)(=O)c1ccccc1C2=O | -1% | 4% | x
CC1=NN(c2ccccc2)C(=O)C1/C=C1\NC(=S)NC1=O (stereo unspecified) | 1% | 79µM* | -15%
CCOC(=O)c1sc(=S)n(-c2ccccc2)c1N | -1% | 0% | -8%
CCNC(=O)COC(=O)c1cc(-c2ccco2)nc2ccccc12 | u | u | -19%
O=C(NCc1ccc(Cl)cc1)c1ccc2c(=O)n(CC3CCCO3)c(=S)[nH]c2c1 (stereo unspecified) | -21% | -4% | 1%
CCNC(=S)NNc1nnc(-c2ccccc2)c(-c2ccccc2)n1 | -28% | 13% | -4%
COc1ccc(CN2CCc3c([nH]c4ccccc34)C2)cc1Br | -21% | 2% | -8%
Cc1cc(Cl)ccc1NC(=S)NCCN1CCOCC1 | 4% | 1% | 0%
CC(C)(Cc1nc2ccccc2[nH]1)C(=O)O | -1% | -10% | -9%
c1ccc(NCCC2OCC3(CO2)COC(CCNc2ccccc2)OC3)cc1 (stereo unspecified) | u | -5% | x
COCC(=O)N(C)c1nnc(-c2cnc(C)cn2)s1 | -5% | 4% | -5%
Cc1ccccc1Nc1scc(-c2ccc(Br)cc2)[n+]1-c1ccccc1C | u | 6% | -14%
COc1cc(Cl)c(C)cc1NC(=O)Cn1c(NCCO)nc2ccccc21 | -21% | 9% | -8%
CCCNC(=O)C(Cc1ccccc1)NC(=O)c1ccccn1 (stereo unspecified) | -20% | 23% | -7%
COc1ccc(N2CCN(C(=S)NCc3ccc(C)cc3)CC2)cc1 | u | -6% | -4%
CCN(CC)C(=O)C1CCC(CNS(=O)(=O)c2cccc3cccnc23)CC1 (stereo unspecified) | -1% | -7% | 0%
CC1CCCCN1CCCNC(=O)CN1C(=O)CSc2ccc(S(=O)(=O)N3CCOCC3)cc21 (stereo unspecified) | 1%&9% | -5%&-6% | 1%&-2%
CNc1nc(SCC(=O)Nc2ccccc2)nc(N2CCOCC2)n1 | -10% | 3% | -12%
N#Cc1nc(-c2ccc(OCc3ccc(Cl)cc3)cc2)oc1NCc1cccnc1 | -8% | 3% | -1%
Cc1nn(-c2ccccc2)c(C)c1/C=N/NC(=O)c1ccccc1O | 0% | 4% | -5%

The listing continues.
SMILES | TDP1 cell CPT | FEN1 inhibitor | KAT2A inh
COn1c(SCC(N)=O)nc2ccccc2c1=O | 0% | -10% | -10%
Cc1nn(Cc2ccc(C(=O)N3CCOCC3)o2)c(C)c1Br | -28% | -5% | 2%
CCCCNC(=O)c1cc2c(=O)n(CC)c3ccccc3c2s1 | u | 5% | -1%
CCC(=O)Nc1cc2c(cc1C(=O)c1ccccc1)OCCO2 | -25% | -8% | -7%
COc1ccc(OC(=O)c2nc(SCc3ccc(C)cc3)ncc2Cl)cc1 | u | -22% | -5%
Nc1nc(COC(=O)c2ccc3c(c2)OCCO3)nc(Nc2ccccc2)n1 | -24% | 6% | 0%
COc1ccc2nc(N3CCN(C(=O)c4ccco4)CC3)sc2c1 | u | -4% | -18%
CCC(C)[C@H](NC(=O)NCc1cccs1)C(=O)OC (stereo partly specified) | 7% | -13% | -4%
O=C(CSc1ccc(C(F)(F)F)cn1)Nc1ccccc1 | 3% | 0% | -13%
COc1ccc(Cc2nc3c4c(ncn3n2)Oc2c(ccc3ccccc23)C4c2ccc(OC)c(OC)c2)cc1 (stereo unspecified) | -18% | -9% | 2%
Cc1csc2ncc(C(=O)NCc3ccc4c(c3)OCO4)c(=O)n12 | -13% | -19% | -17%
Cc1ccccc1OCCC(=O)N(Cc1ccccc1)c1c(N)n(Cc2ccccc2)c(=O)[nH]c1=O | u | 5% | 0%
Cc1noc(C)c1S(=O)(=O)N1CCN(C(c2ccccc2)c2ccc(Cl)cc2)CC1 (stereo unspecified) | u | 5% | -11%
CCCCCCCn1c2c(c(=N)c3c1CCC3)CCCC2 | 0.41µM* | -3% | 11%
COc1ccc(N(C(=O)CCl)C(C)(C(=O)Nc2c(C)cccc2C)c2ccccn2)cc1 (stereo unspecified) | -11% | -4% | 13%
Cc1ccc(/C=N/NC(=O)c2cccnc2)s1 | u | -2% | -17%
Cc1ccc(C)c(OCCn2c(=O)c3c(ncn3C3CCCC3)n(Cc3ccccc3)c2=O)c1 | u | 3% | -6%
CCC(=O)Nc1cccc(-c2ccc(N3CCN(C)CC3)nn2)c1 | -14% | 19% | -2%

Exported in CSV form: entries from further up.
Molecule,TDP1 cell CPT,FEN1 inhibitor,KAT2A inh
c1ccc(NCCC2OCC3(CO2)COC(CCNc2ccccc2)OC3)cc1 (stereo unspecified),u,-5%,x
COCC(=O)N(C)c1nnc(-c2cnc(C)cn2)s1,-5%,4%,-5%
Cc1ccccc1Nc1scc(-c2ccc(Br)cc2)[n+]1-c1ccccc1C,u,6%,-14%
COc1cc(Cl)c(C)cc1NC(=O)Cn1c(NCCO)nc2ccccc21,-21%,9%,-8%
